PPARg SRC3 recr = PPARgamma-driven SRC-3 recruitment agonism. P37231. biochemical PPARgamma/SRC-3 coactivator recruitment assay. activation, % at 8 µM. 200,000 tested, 0.26% active. AID 731; in the data active = activation above about 23%;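 note: 0% = DMSO and 100% = reference agonist; some compounds past the cut are filed as inactive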
Target sequence (P37231 whole entry, looked up): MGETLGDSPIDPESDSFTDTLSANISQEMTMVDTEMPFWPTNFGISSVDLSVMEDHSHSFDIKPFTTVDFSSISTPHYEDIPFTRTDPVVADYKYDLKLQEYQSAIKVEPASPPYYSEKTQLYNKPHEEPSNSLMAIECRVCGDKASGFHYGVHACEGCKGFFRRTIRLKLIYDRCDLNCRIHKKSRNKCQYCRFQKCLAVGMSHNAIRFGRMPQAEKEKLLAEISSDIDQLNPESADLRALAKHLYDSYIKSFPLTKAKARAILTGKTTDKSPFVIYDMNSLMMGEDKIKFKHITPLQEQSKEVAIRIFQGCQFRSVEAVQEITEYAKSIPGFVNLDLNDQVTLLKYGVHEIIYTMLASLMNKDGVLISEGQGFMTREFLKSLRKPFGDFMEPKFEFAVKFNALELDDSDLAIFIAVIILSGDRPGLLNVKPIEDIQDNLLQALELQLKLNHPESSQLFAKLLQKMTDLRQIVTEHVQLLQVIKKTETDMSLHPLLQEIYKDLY
PPARg SRC-1 ag = PPARgamma-driven SRC-1 recruitment agonism; P37231; activation, % at 8 µM; PPARgamma-SRC-1 coactivator recruitment biochemical assay; 200,000 tested, 0.41% active; AID 631; in the data active = activation above about 19%;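 note: 0% = DMSO and 100% = reference agonist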
Lmaj promast = inhibitors of Leishmania major promastigote growth | Leishmania major promastigotes, resazurin fluorescence viability | inhibition, % at 10 µM | 200,000 tested, 9% active; in the data active = inhibition above about 50%;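 note: promastigotes grown with compound for 44 hours at 28 °C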
PPARg SRC-2 ag = agonists of SRC-2 recruitment by human PPARgamma; PPARgamma LBD-SRC-2 recruitment, biochemical; activation, % at 8 µM; 200,000 tested, 0.34% active; AID 1032; in the data active = activation above about 22%;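 note: 0% = vehicle and 100% = reference agonist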
DTT redox prof = compounds producing H2O2 with reducing agent – biochemical, NIH compound library profiling, artefact control for MLSCN library redox annotation, primary screen. 200,000 tested, 0.03% active. DTT-dependent redox cycling H2O2, phenol red/HRP absorbance; 100% = 100 µM peroxide control, 0% = buffer. activation, % at 10 µM;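 active = activation of at least 50% relative to the plate's high and low controls in the primary single-dose screen; inactive = activation below 50%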;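 note: compound incubated with DTT at 0.8 mM final as the reducing agent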
ROMK primary = modulates human ROMK potassium channel activity. Tet-inducible ROMK, thallium flux fluorescence; actives lie on both sides. B-score at 10 µM. 130,000 tested, 2% active. AID 1918;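 active = signal ratio slope over the read window, or its plate-corrected B-score, at least 3 SD from the plate mean, either direction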;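 note: B-score of the F/F0 ratio slope over 7 to 12 s after thallium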
Target sequence (P48048 whole entry, looked up): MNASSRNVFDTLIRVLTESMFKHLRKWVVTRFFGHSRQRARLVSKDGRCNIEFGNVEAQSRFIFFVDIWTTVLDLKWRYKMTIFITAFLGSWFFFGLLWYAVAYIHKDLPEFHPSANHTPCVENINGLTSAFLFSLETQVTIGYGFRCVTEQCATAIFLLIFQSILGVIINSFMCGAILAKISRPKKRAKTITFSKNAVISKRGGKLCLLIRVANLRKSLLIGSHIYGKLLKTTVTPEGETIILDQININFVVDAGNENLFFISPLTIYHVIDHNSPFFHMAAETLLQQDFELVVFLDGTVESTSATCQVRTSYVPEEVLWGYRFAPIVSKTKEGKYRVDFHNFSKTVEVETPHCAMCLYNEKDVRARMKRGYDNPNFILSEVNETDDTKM
S1P3 antagonist = S1P3 (human) receptor antagonism. AID 485. Q99500. inhibition, % at 4.98 µM. CHO S1P3 NFAT-BLA reporter, FRET fluorescence, antagonist mode. 170,000 tested, 0.27% active;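 active = inhibition above the plate cutoff, the mean inhibition of test wells on that plate plus 3 SD, cut at about 28% in these data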;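 note: cells challenged with S1P at its EC80 of 0.8 µM; blue over green emission ratio from cleaved BLA substrate after 4 h stimulation; 0% = S1P-stimulated wells and 100% = unstimulated DMSO-only wells; some compounds past the cut are filed as inactive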
SRC2 TRFRET art = counter-screen for PPARgamma SRC-2 recruitment agonists: TR-FRET artefact; hits give high values; TR-FRET ratio at 8 µM; 200,000 tested, 0.4% active; in the data active = TR-FRET ratio above about 2000; note: inactives centre near 1500; reference of the scale not given here
bIAP inh = blocks bovine intestinal alkaline phosphatase activity | purified bovine IAP, CDP-star luminescence, 30 min | inhibition, % at 20 µM | 190,000 tested, under 10 active;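 active = over 50% inhibition of intestinal alkaline phosphatase at 20 µM in the single-dose screen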
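Assay system: bovine IAP enzyme; medium: DEA buffer 100 mM, pH 9.8, with MgCl2 1.0 mM, ZnCl2 0.02 mM; doses: 20 µM single dose; incubation: enzyme reaction for 30 min at room temperature; detection: CDP-star luminescence signal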
Efa HMGR inh = E. faecalis class II HMG-CoA reductase inhibition; purified E. faecalis HMGR, NADPH absorbance 340 nm kinetic; 190,000 tested, 0.41% active; inhibition, % at 10 µM;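 active = inhibition above a set limit, the median over all tested compounds plus 3 SD, cut at about 9.5% in these data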;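 note: enzyme runs in reverse so mevalonate oxidation gives rising NADPH absorbance; 0% = complete reaction with DMSO and 100% = background rate lacking mevalonate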
RAM network inh = blocks the yeast RAM network. S. cerevisiae dse1pr::URA3 reporter, 5-FOA growth OD615, 2 d; analog-sensitive cbk1-as2 kinase mutant strain. 190,000 tested, 1.8% active. inhibition, % at 50 µM. AID 868;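 active = inhibition above a set limit, 3 SD over mean compound inhibition, cut at about 8.4% in these data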;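 note: 0% = DMSO-only wells with no growth and 100% = 10 µM 1-NA-PP1 full growth; inhibition rescues growth on 5-FOA so higher OD means more RAM inhibition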
* marks the source's active call; other numbers are inactive results; nt = no result given.

SMILES	PPARg SRC3 recr	PPARg SRC-1 ag	Lmaj promast	PPARg SRC-2 ag	DTT redox prof	ROMK primary	S1P3 antagonist	SRC2 TRFRET art	bIAP inh	Efa HMGR inh	RAM network inh
CCCCc1nc2ccccc2c(N)c1CCC (tested in a mixture with another compound)	8	6	95*	1	0.5	nt	-7	1491	13	1	1.5
CCN(CC)S(=O)(=O)c1ccc(OC)c(NS(=O)(=O)c2cccc(C(=O)O)c2)c1	-1	3	-2	-2	-2.0	-0.25	-12	1564	7	-4	2.0
C/C(=N\NC(=O)CNc1ccccc1)c1ccccc1	7	6	-3	3	0.6	0.16	-9	1684	4	1	2.4
CC1=C/C(=N\OS(=O)(=O)c2ccccc2)C(C)=CC1=O	-6	1	100*	3	-0.6	-1.5	nt	1598	12	-1	-0.6
O=C(N/C(=N\O)c1ccccc1)Nc1ccc(Cl)cc1	6	2	1	12	1.8	nt	44	1671	36	-2	0.8
CCOC(=O)CSc1nnc(Cc2ccccc2)n1Cc1ccco1	-2	2	-3	8	-8.4	nt	-23	1587	8	-3	-1.1
Cc1cc(NC(=O)NC2CCCN2S(=O)(=O)c2ccc(Cl)cc2)no1 (centres undefined)	12	6	1	3	0.7	nt	-24	1608	-1	-3	2.5
c1ccc(Oc2cccc(CN3CCCCC3)c2)cc1	-1	3	100*	-3	0.1	-0.87	nt	1378	7	4	1.5
COc1ccc(-c2noc(CN3C(=O)c4ccccc4C3=O)n2)cc1	-3	4	-4	0	2.8	nt	-20	1434	4	2	2.2
Cc1cc(NC(=O)CCN2C(=O)/C(=C/c3ccccc3F)SC2=S)no1	6	7	-9	16	-0.6	0.63	-8	1831	-2	-6	3.1
O=C(COC(=O)c1ccc(F)cc1)Nc1nc2ccc([N+](=O)[O-])cc2s1	0	5	-3	1	-0.9	0.59	2	1523	-1	-2	2.6
Cc1ccc(N2CCN(C(=O)c3ccccc3NC(=O)/C=C\C(=O)O)CC2)cc1	-3	-4	-3	-5	-4.1	0.21	nt	1641	4	-16	-0.5
CCC(C)Nc1nc2c(C)cccn2c(=O)c1C=Nc1ccc(OC)cc1 (centres undefined)	0	8	-9	4	8.0	0.13	0	1628	10	-1	1.7
O=C(Nc1cccc(F)c1)OC(CN1CCCCC1)C(F)(F)F (centres undefined)	1	-4	0	5	21	nt	nt	1696	0	-4	1.9
CCOCCCNC(=O)/C(C#N)=C/c1ccc([N+](=O)[O-])o1	6	2	101*	7	-1.7	-2.2	-9	1728	-24	1	-1.1
CCCC(C(=O)N1CCOCC1)N1C(=O)C2C3C=CC(C3)C2C1=O (centres undefined)	0	1	-8	1	-0.6	nt	-5	1438	-4	1	-0.1
O=C(CSc1nncc2ccccc12)N1CCCCC1	2	2	-2	8	0.5	0.49	-4	1738	5	8	1.9
CC(=O)Nc1cccc(NC(=O)c2cc3ccccc3o2)c1	2	6	12	11	3.3	1.2	-20	1584	10	0	0.3
CC(=NCCN1CCN(C(C)=C2C(=O)c3ccccc3C2=O)CC1)C1=C(O)CC(C)(C)CC1=O	1	8	-3	0	-0.6	-0.66	0	1659	15	4	-0.7
O=C(CSc1nc2[nH]ncc2c(=O)[nH]1)NCc1ccccc1	-2	3	-3	0	-0.1	0.37	-1	1376	-5	-3	0.1
CN(C)C(=O)/C=C\c1cn(-c2ccccc2)nc1-c1ccc2c(c1)OCCO2	0	12	32	4	-0.1	0.47	7	1567	-11	-9	3.8
COc1ccc(NC(=O)C(C)SCc2ccccc2)cc1OC (centres undefined)	-4	4	-9	3	0.4	nt	-2	1428	4	0	-0.1
COc1ccc2ccccc2c1C(O)c1nccn1C (centres undefined)	-2	7	27	-1	1.4	-3.3	-3	1420	-59	1	0.8
COc1cccc(NC(=O)c2ccc(NC(=O)C(C)C)cc2)c1	4	10	5	4	0.5	1.9	26	1586	-1	-9	1.4
O=C(O/N=C(/c1ccccc1)c1ccncc1)c1cccc(F)c1	7	10	-4	9	-1.0	nt	-9	1764	2	-2	3.1
SMILES	PPARg SRC3 recr	PPARg SRC-1 ag	Lmaj promast	PPARg SRC-2 ag	DTT redox prof	ROMK primary	S1P3 antagonist	SRC2 TRFRET art	bIAP inh	Efa HMGR inh	RAM network inh
CCN(C(=O)COC(=O)/C=C/c1ccccc1)C1CCCCC1	1	-2	-9	-7	-0.2	-0.44	-8	1483	-36	-1	1.9
COc1cc(-c2nc3c(c(C)nn3-c3ccccc3)c3cc(OC)c(OC)cc23)ccc1O	-8	-2	-3	10	2.2	nt	nt	1709	-4	-3	8.9*
c1ccc(Oc2cccc(OCCCn3cncn3)c2)cc1	5	-11	-5	-10	-0.3	nt	2	1439	11	-8	-0.9
CC(C)CC(C(=O)NC1CCCC1)N(Cc1ccc2c(c1)OCO2)C(=O)c1snc(C(N)=O)c1N (centres undefined)	3	0	28	-2	-0.7	-0.68	7	1642	5	1	3.9
Cc1ccc(CNC(=O)NC23CC4CC(CC(C4)C2)C3)cc1	0	-2	1	-10	-0.6	-0.11	5	1490	4	1	4.2
CCN(C(=O)CCCC(=O)N(CC)c1ccccc1)c1ccccc1	5	8	-8	2	-0.4	0.037	0	1413	15	2	0.4
COc1ccccc1NC(=O)CN(c1ccccc1F)S(C)(=O)=O	1	-2	-1	5	1.7	-0.011	-17	1597	8	0	2.3
CCOC(=O)c1ccc(NC(=S)N(CCCN2CCCC(C)C2)Cc2cccs2)cc1 (centres undefined)	-1	-3	97*	-5	-2.9	0.56	-11	1613	16	-2	1.9
CC(NS(=O)(=O)c1ccccc1)C(=O)Nc1nccs1 (centres undefined)	-8	-2	0	1	1.5	0.2	35	1432	nt	4	0.5
CCCCNC(=O)Nc1nnc(-c2ccccc2)o1	3	5	8	8	0.2	-0.7	nt	1463	-26	-5	1.1
Cc1ccc(OCC(=O)N/N=C/c2cn[nH]c2-c2ccc(Cl)c(Cl)c2)cc1	7	2	1	2	-9.4	0.37	nt	1605	4	-1	2.4
CN(CC(=O)Nc1ccccc1Sc1ccccc1)Cc1nc2ccccc2c(=O)[nH]1	0	6	29	6	-1.0	-1.1	7	1502	-58	-1	2.5
CCOC(=O)N1CCC(NC(=O)CCc2nc(-c3ccc(C)cc3)no2)CC1	5	1	-3	2	0.2	nt	-23	1465	0	3	0.8
COc1ccccc1C(O)Cc1nc2ccccc2n1C (centres undefined)	-3	0	9	10	0.1	0.96	nt	1674	5	-5	-0.8
Cc1onc(-c2ccccc2Cl)c1C(=O)Nc1ccc(-c2cn3cccnc3n2)cc1	9	9	0	20	-0.8	nt	nt	1848	5	-5	5.1
Cc1cnc(NC(=O)CSC(=S)N2CCOCC2)s1	5	-2	4	7	-0.1	0.33	-5	1412	-18	0	-1.0
NCCc1nnc(SCc2c(F)cccc2Cl)o1	2	3	0	8	-1.4	nt	-6	1580	10	-9	1.3
COc1ccc(C2CC(c3ccccc3)=NN2C(=O)CN2CCN(Cc3ccccc3)CC2)cc1 (centres undefined)	5	9	54*	3	0.1	-0.28	-30	1741	-13	3	1.0
CCOCCCN1C(=O)CN(C2CCCCCC2)C(=O)C1c1ccc(OC)cc1 (centres undefined)	10	8	-10	8	0.1	0.83	nt	1603	-3	-2	0.5
Oc1ccccc1-c1nc(N2CCN(Cc3ccccc3)CC2)c2ccccc2n1	1	3	19	4	0.1	nt	22	1535	13	0	0.5
CCOC(=O)NC(=O)C(=CNc1ccc(C)cc1)C(=O)NC(=O)OCC	-5	-5	28	-9	0.0	-0.15	-6	1314	15	-1	1.6
CC1(C)CC(=O)C2=C(C1)NC(SCC(N)=O)=C(C#N)C21CCCCC1	-1	-2	5	5	-2.9	nt	nt	1404	2	2	4.2
CC(C)CC(NC(=O)C(NC(=O)OC(C)(C)C)C(C)C)C(=O)N1CCCC1C(N)=O (centres undefined)	-3	4	6	3	1.6	0.34	1	1398	-2	0	0.9
COC(=O)Cc1ccc(NC(=S)NCC(C)C)cc1	0	-7	8	-5	-0.1	-0.92	1	1496	6	3	0.2
CCCCC(c1nnnn1CC1CCCO1)N1CCN(Cc2ccccc2)CC1 (centres undefined)	3	-3	3	-7	0.1	nt	nt	1610	18	-11	0.5
CCOc1ccc2nc(NCCCNS(=O)(=O)c3ccc(C)cc3)c(C#N)cc2c1	2	0	-2	-7	1.2	nt	nt	1474	-16	-5	1.6
COc1ccc(-c2csc3nc(C)n(-n4cccc4)c(=O)c23)cc1OC	2	5	25	1	0.8	nt	-32	1579	4	-2	0.6
O=C(/C=C/c1ccco1)Nc1cccc2cccnc12	-2	-8	15	6	0.1	nt	26	1680	-6	-4	0.4
O=C(O)c1ccc(Nc2cnc3ccccc3n2)cc1	0	1	-11	10	-0.4	-0.57	-11	1791	-7	2	1.4

In another format: 10 of the compounds above.
| Compound | PPARg SRC3 recr | PPARg SRC-1 ag | Lmaj promast | PPARg SRC-2 ag | DTT redox prof | ROMK primary | S1P3 antagonist | SRC2 TRFRET art | bIAP inh | Efa HMGR inh | RAM network inh |
| --- | --- | --- | --- | --- | --- | --- | --- | --- | --- | --- | --- |
| CCOCCCN1C(=O)CN(C2CCCCCC2)C(=O)C1c1ccc(OC)cc1 (centres undefined) | 10 | 8 | -10 | 8 | 0.1 | 0.83 | nt | 1603 | -3 | -2 | 0.5 |
| Oc1ccccc1-c1nc(N2CCN(Cc3ccccc3)CC2)c2ccccc2n1 | 1 | 3 | 19 | 4 | 0.1 | nt | 22 | 1535 | 13 | 0 | 0.5 |
| CCOC(=O)NC(=O)C(=CNc1ccc(C)cc1)C(=O)NC(=O)OCC | -5 | -5 | 28 | -9 | 0.0 | -0.15 | -6 | 1314 | 15 | -1 | 1.6 |
| CC1(C)CC(=O)C2=C(C1)NC(SCC(N)=O)=C(C#N)C21CCCCC1 | -1 | -2 | 5 | 5 | -2.9 | nt | nt | 1404 | 2 | 2 | 4.2 |
| CC(C)CC(NC(=O)C(NC(=O)OC(C)(C)C)C(C)C)C(=O)N1CCCC1C(N)=O (centres undefined) | -3 | 4 | 6 | 3 | 1.6 | 0.34 | 1 | 1398 | -2 | 0 | 0.9 |
| COC(=O)Cc1ccc(NC(=S)NCC(C)C)cc1 | 0 | -7 | 8 | -5 | -0.1 | -0.92 | 1 | 1496 | 6 | 3 | 0.2 |
| CCCCC(c1nnnn1CC1CCCO1)N1CCN(Cc2ccccc2)CC1 (centres undefined) | 3 | -3 | 3 | -7 | 0.1 | nt | nt | 1610 | 18 | -11 | 0.5 |
| CCOc1ccc2nc(NCCCNS(=O)(=O)c3ccc(C)cc3)c(C#N)cc2c1 | 2 | 0 | -2 | -7 | 1.2 | nt | nt | 1474 | -16 | -5 | 1.6 |
| COc1ccc(-c2csc3nc(C)n(-n4cccc4)c(=O)c23)cc1OC | 2 | 5 | 25 | 1 | 0.8 | nt | -32 | 1579 | 4 | -2 | 0.6 |
| O=C(/C=C/c1ccco1)Nc1cccc2cccnc12 | -2 | -8 | 15 | 6 | 0.1 | nt | 26 | 1680 | -6 | -4 | 0.4 |

Compound activity deposited in PubChem BioAssay by several laboratories.
